# Screening results: PubChem BioAssay, several laboratories
# Mcl1 Noxa PPI: Mcl-1/Noxa interaction inhibition | TR-FRET Mcl-1/Noxa peptide binding, 2 h | inhibition, % at 21.7 µM | hit rate 1.5% among 220,000;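 active = compounds that cut the protein-peptide binding signal by more than 50% relative to plate controls in a single-dose test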;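 note: His-tagged Mcl-1 with rhodamine Noxa BH3 peptide and terbium anti-His antibody; 0% = Mcl-1 plus Noxa peptide wells and 100% = peptide-only wells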
# Pf gametocyte: inhibitors of late stage P. falciparum gametocyte viability | P. falciparum stage V gametocytes, ATP luminescence, 24 h | inhibition, % at 10.9 µM | hit rate 0.065% among 150,000 | AID 743093;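 active = inhibition above the mean plus 3 SD of compounds within the control limits, set per campaign, cut at about 38% in these data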;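 note: 0% = DMSO wells and 100% = medium only without gametocytes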
# Rab2A wt mod: changes GTP binding to wildtype dog Rab2A, up or down; GST-Rab2 wt beads, Bodipy-GTP binding, flow cytometry; P61105; AID 760; GTP binding activity, % at 10 µM; hit rate 0.19% among 190,000;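 active = GTP binding activity at least 20 points away from 100%, either lowered or raised; inconclusive = signal likely due to the compound's own green fluorescence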;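 note: 0% = beads with excess unlabeled GTP and 100% = no-compound control corrected for plate trend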
# Mcl-1 Bim block: inhibitors of Bim-Mcl-1 interaction, human; inhibition, % at 10 µM; hit rate 0.1% among 190,000; Bead-based flow cytometry, Bim peptide-Mcl-1 binding; Q07820; in the data active = inhibition above about 40%;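 note: 0% = no compound tracer wells and 100% = peptide blocker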
# Rab7 wt modul: alters GTP binding to wildtype dog Rab7. AID 758. GST-Rab7 beads, fluorescent GTP binding, flow cytometry; actives lie on both sides; untreated = 100%, excess cold GTP = 0%. hit rate 0.055% among 190,000. GTP binding activity (percent of control), % at 10 µM;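 active = fluorescent GTP binding to Rab7 beads changed by at least 20 points from the 100% baseline, either direction, mostly lower; inconclusive = compound itself probably fluorescent, or too few beads counted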;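 note: median green fluorescence of bound Bodipy-FL-GTP per Rab7 bead population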
# Cdc42 wt: changes GTP binding to wildtype human Cdc42; hit rate 0.2% among 190,000; percent activity (GTP binding), % at 10 µM; GST-Cdc42 beads, Bodipy-GTP binding, flow cytometry; actives lie on both sides;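 active = percent activity GTP binding at least 20 points away from the 100% baseline, either down as inhibitor or up as activator; inconclusive = compound flagged as likely green fluorescent from well-wide comparison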;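 note: median bead fluorescence of bound Bodipy-FL-GTP at 100 nM; 0% = excess unlabeled GTP control and 100% = no compound control; below 100% means less GTP binding so inhibitor and above means activator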
# Target sequence (P60953 whole entry, looked up): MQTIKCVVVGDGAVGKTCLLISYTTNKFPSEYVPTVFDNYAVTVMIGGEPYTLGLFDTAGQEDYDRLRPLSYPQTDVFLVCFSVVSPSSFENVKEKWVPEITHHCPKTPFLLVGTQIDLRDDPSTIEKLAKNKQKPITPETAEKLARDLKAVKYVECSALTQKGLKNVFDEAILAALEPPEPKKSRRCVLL
# Mcl1-Bid inh: disrupts binding of human Mcl-1 to Bid peptide | AID 1021 | Q07820 | inhibition, % at 21.7 µM | hit rate 0.97% among 220,000 | TR-FRET Mcl-1/Bid-Dy647 peptide binding, 1536-well;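 active = compounds that cut the binding signal by more than half at the single screening dose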;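 note: His-tagged Mcl-1 with europium anti-His antibody binding Bid BH3 peptide; 0% = Mcl-1 plus peptide wells and 100% = peptide-only wells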
# HRas wt GTP: human HRas wildtype GTP binding, change in either direction. P01112. GST-Ras wt beads, Bodipy-FL-GTP binding, flow cytometry; actives lie on both sides. GTP binding activity, % at 10 µM. hit rate 0.14% among 190,000. AID 759;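 active = GTP binding activity at least 20% away from the 100% baseline, either lowered as inhibitor or raised as activator; inconclusive = flagged as likely green fluorescent, judged across all proteins in the well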;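 note: 0% = unlabeled GTP competition control and 100% = no-compound control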
# Target sequence (P01112 whole entry, looked up): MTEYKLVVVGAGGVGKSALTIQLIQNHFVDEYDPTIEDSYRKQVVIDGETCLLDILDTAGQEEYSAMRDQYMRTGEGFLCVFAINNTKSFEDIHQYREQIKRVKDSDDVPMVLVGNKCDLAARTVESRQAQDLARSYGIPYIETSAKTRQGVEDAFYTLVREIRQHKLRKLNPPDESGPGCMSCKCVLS
# RGS8-Gao: regulators of human RGS8-Galphao interaction; P09471; multiplexed bead flow cytometry, RGS8-Galphao binding; actives lie on both sides; response (percent of control binding), % at 10 µM; hit rate 0.34% among 220,000; AID 1423; in the data active = response below about 60% or above about 140%; inactive = in between;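 note: Galphao activated as the GDP aluminium fluoride complex binding bead-coupled RGS8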
# Target sequence (P09471 whole entry, looked up): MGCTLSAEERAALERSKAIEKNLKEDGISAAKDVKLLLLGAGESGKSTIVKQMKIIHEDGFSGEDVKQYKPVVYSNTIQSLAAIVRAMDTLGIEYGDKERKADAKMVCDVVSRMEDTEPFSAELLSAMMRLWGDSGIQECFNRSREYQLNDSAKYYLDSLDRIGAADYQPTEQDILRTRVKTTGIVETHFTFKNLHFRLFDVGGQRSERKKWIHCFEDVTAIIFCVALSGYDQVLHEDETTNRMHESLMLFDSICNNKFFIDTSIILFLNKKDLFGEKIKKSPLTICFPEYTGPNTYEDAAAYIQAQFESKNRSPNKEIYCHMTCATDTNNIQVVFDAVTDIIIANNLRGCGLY
# Rac1 wt modul: alters GTP binding to wildtype human Rac1; P63000; GST-Rac1 beads, fluorescent GTP binding, flow cytometry; actives lie on both sides; 0 = cold GTP competed, 100 = untreated; GTP binding activity (% of control), % at 10 µM; hit rate 0.27% among 190,000; AID 757;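 active = GTP binding activity at least 20 points away from the 100% control level, either lower or higher; inconclusive = compound flagged as likely green fluorescent, judged across all proteins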
# Rac1 mut GTP: alters GTP binding to activated mutant human Rac1; P63000; GST-Rac1 activated beads, fluorescent GTP binding, flow cytometry; actives lie on both sides; 100% means binding = to untreated wells; percent activity (GTP binding), % at 10 µM; hit rate 0.11% among 190,000; AID 764;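 active = GTP binding at least 20 percentage points away from the 100% baseline, in either direction, so actives lie on both sides; inconclusive = Compound likely fluorescent itself, or too few beads counted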
# Numbers without * were called inactive; ? = inconclusive; . = no result given; [ ] = another dose, or the depositor's remark. Hits appear at their usual frequency. About 2.9% of those tested had a hit in this group.
# Fields: Mcl-1 Bim block	Rab7 wt modul	Cdc42 wt	Rac1 mut GTP	Rab2A wt mod	RGS8-Gao	Pf gametocyte	HRas wt GTP	Mcl1-Bid inh	Mcl1 Noxa PPI	Rac1 wt modul
- COC(CNC(=O)c1cnn2c(C)c(Cc3ccccc3)c(C)nc12)OC
  4	103	97	95	98	102	1	100	-25	3	101
- O=C(CCc1nnc(CCC2CCCCC2)o1)NCCn1cccn1
  -4	99	99	97	97	102	-3	98	-7	8	99
- Cc1ccc(Nc2cc(C)nc(N3CCOCC3)n2)cc1
  -3	94	97	93	93	101	-6	97	-12	-6	94
- COc1ccc(CCNC(=O)c2cc3c(C)nccc3[nH]c2=O)cc1OC
  -6	105	99	100	98	98	10	98	-28	4	99
- O=C(CCn1nnc2ccccc21)Nc1nnc(COc2ccccc2F)s1
  -3	99	103	99	99	102	-19	102	6	1	105
- O=c1[nH]ncc(NCCCO)c1Cl
  -3	94	95	96	94	102	4	98	-8	-2	102
- Cc1cc(=O)oc2cc(OCC(=O)OCC(=O)NC(C)C)ccc12
  0	107	96	95	98	95	.	97	-11	13	97
- c1ccc2c(c1)nc1n2CCN1
  -9	103	101	100	99	101	.	98	-25	13	101
- Cc1nc2ncnn2c(N2CCN(C(=O)c3cccc(F)c3)CC2)c1Cc1ccccc1
  0	97	95	96	98	78	16	95	-11	0	94
- O=C(Nc1ccc(Cl)c(Cl)c1)Nc1nc(-c2ccccc2)cs1
  -2	97	99	99	95	101	.	97	30	51*	99
- CCn1c(SCC(=O)Nc2ccc(S(N)(=O)=O)cc2)nnc1-c1cccc(OC)c1
  -3	100	102	99	102	102	-10	101	-2	22	103
- Cn1c(=O)c2c(ncn2CC(=O)OCC(=O)NCc2ccccc2Cl)n(C)c1=O
  -5	101	101	101	99	100	.	100	5	12	108
- CCOC(=O)c1ccc(N2C(=O)CC(N3CCC(O)(c4ccc(Br)cc4)CC3)C2=O)cc1 (stereo not given)
  0	102	106	99	100	106	13	101	-15	20	106
- COc1ccc(-c2nc(C)sc2C)cc1
  -2	94	97	97	96	142*[activator]	23	94	34	21	98
- Cc1cccc(Cn2nc(C)c(NC(=O)c3ccc(F)cc3)c2C)c1
  0	106	102	99	102	101	.	100	-10	-7	104

# Printed as active in Mcl1 Noxa PPI, of those listed so far:
SMILES	Mcl-1 Bim block	Rab7 wt modul	Cdc42 wt	Rac1 mut GTP	Rab2A wt mod	RGS8-Gao	HRas wt GTP	Mcl1-Bid inh	Mcl1 Noxa PPI	Rac1 wt modul
O=C(Nc1ccc(Cl)c(Cl)c1)Nc1nc(-c2ccccc2)cs1	-2	97	99	99	95	101	97	30	51*	99

# Sorted by number of heavy atoms (rising): some entries from above
# Fields: Mcl-1 Bim block	Rab7 wt modul	Cdc42 wt	Rac1 mut GTP	Rab2A wt mod	RGS8-Gao	Pf gametocyte	HRas wt GTP	Mcl1-Bid inh	Mcl1 Noxa PPI	Rac1 wt modul
- Cc1ccc(Nc2cc(C)nc(N3CCOCC3)n2)cc1
  -3	94	97	93	93	101	-6	97	-12	-6	94
- COC(CNC(=O)c1cnn2c(C)c(Cc3ccccc3)c(C)nc12)OC
  4	103	97	95	98	102	1	100	-25	3	101
- CCn1c(SCC(=O)Nc2ccc(S(N)(=O)=O)cc2)nnc1-c1cccc(OC)c1
  -3	100	102	99	102	102	-10	101	-2	22	103

# Following part:
# Fields: Mcl-1 Bim block	Rab7 wt modul	Cdc42 wt	Rac1 mut GTP	Rab2A wt mod	RGS8-Gao	Pf gametocyte	HRas wt GTP	Mcl1-Bid inh	Mcl1 Noxa PPI	Rac1 wt modul
- COC(=O)CSc1ncccc1-c1nc2ccccc2[nH]1
  -5	101	101	97	102	104	14	100	3	16	102
- CCOC(=O)c1csc(NC(=O)c2cc(=O)c3ccccc3o2)n1
  0	93	93	90	94	103	.	91	-10	9	93
- Cc1cccc(Nc2ncc3c(n2)CC(C)CC3=O)c1 (stereo not given)
  0	97	99	98	99	101	-6	98	1	-6	100
- Cc1ccc(NC(=O)CSc2nc(-c3ccco3)cc(C(F)(F)F)n2)cc1C
  1	95	97	93	95	101	7	97	1	2	100
- CC(CNC(=O)C1CCCCC1C(=O)O)c1ccccc1 (stereo not given)
  -1	95	96	95	95	100	.	96	-6	4	95
- O=C(CSc1nnc(NC2CCCCC2)s1)Nc1ccc(N2CCOCC2)cc1
  -3	102	99	100	102	101	.	100	-29	6	102
- COc1cc(C(=O)O)nc2ccc([N+](=O)[O-])cc12
  2	93	92	90	87	98	-1	90	17	29	92
- Cc1cc(C(F)F)n2nc(C(=O)Nc3ccccc3Br)nc2n1
  0	100	102	102	105	93	13	104	-11	4	107
- O=C(C1CCC1)N1CCc2cc(S(=O)(=O)NCCN3CCN(c4ccccc4F)CC3)ccc21
  -1	100	99	100	101	101	15	100	-14	11	101
- CCOc1ccccc1/C=c1\sc2ncnn2c1=O
  -5	95	99	94	95	101	-1	98	-5	9	99
- CC(=O)Nc1ccc(S(=O)(=O)N2CCN(C(C)CCc3ccccc3)CC2)cc1 (stereo not given)
  2	?	?	?	?	100	.	?	-18	21	?
- COc1ccccc1N1CCN(C(=O)N2CCOCC2)CC1
  0	97	101	98	99	88	.	98	-19	10	100
- CCc1ccc(-n2c(SCC(=O)c3ccc4c(c3)NC(=O)CO4)nc3ccccc3c2=O)cc1
  4	100	94	95	96	103	-6	96	10	-22	99
- COc1ccc(N=c2oc3c(OC)cccc3cc2C(=O)NCc2ccco2)c(OC)c1
  1	101	107	95	102	99	.	104	65*	27	105
- CCOC(=O)/C(N=Nc1sc(C(=O)OC)c(C)c1C(=O)OCC)=C(\O)CCl
  -4	94	98	97	98	98	17	97	31	35	101

# Of the compounds above, these contain two or more sulfur atoms:
# Fields: Mcl-1 Bim block	Rab7 wt modul	Cdc42 wt	Rac1 mut GTP	Rab2A wt mod	RGS8-Gao	Pf gametocyte	HRas wt GTP	Mcl1-Bid inh	Mcl1 Noxa PPI	Rac1 wt modul
- CCn1c(SCC(=O)Nc2ccc(S(N)(=O)=O)cc2)nnc1-c1cccc(OC)c1
  -3	100	102	99	102	102	-10	101	-2	22	103
- O=C(CSc1nnc(NC2CCCCC2)s1)Nc1ccc(N2CCOCC2)cc1
  -3	102	99	100	102	101	.	100	-29	6	102

# (more compounds)
# Fields: Mcl-1 Bim block	Rab7 wt modul	Cdc42 wt	Rac1 mut GTP	Rab2A wt mod	RGS8-Gao	Pf gametocyte	HRas wt GTP	Mcl1-Bid inh	Mcl1 Noxa PPI	Rac1 wt modul
- Oc1c(Br)cc(C2N=C(c3ccccc3)NO2)cc1Br (stereo not given)
  -3	100	101	97	101	101	-2	102	12	13	100
- Cc1ccc2c(c1)-c1c(ssc1=S)C(C)(C)N2C(=O)c1ccco1
  -6	103	98	96	102	90	.	101	-10	0	105
- Cc1ccccc1C(=O)Nc1cccc(NC(=S)NC(=O)c2cccs2)c1
  -1	98	100	101	95	103	.	96	-22	3	101
- COC(=O)c1ccccc1NC(=O)C1CCCN(S(=O)(=O)c2ccccc2)C1 (stereo not given)
  -2	93	95	92	91	99	22	94	0	.	89
- COc1cc(CC(NC(C)=O)C(=O)NC2CCN(C(=O)c3cc(OC)c(OC)c(OC)c3)CC2)cc(OC)c1 (stereo not given)
  0	96	90	91	98	141*[activator]	-17	93	1	1	92
- CCN1CCN(C(=O)C2CCN(Cc3nc(-c4cccc(Cl)c4)oc3C)CC2)CC1
  -1	95	100	99	101	102	.	97	-9	4	100
- CC1CCCN(Cc2cccc(Oc3ccccc3)c2)C1 (stereo not given)
  2	101	102	101	100	102	.	102	2	-3	101
- Cc1ccc(S(=O)(=O)N(C)CC(O)Cn2c3ccccc3c3ccccc32)cc1 (stereo not given)
  0	100	99	103	100	105	.	101	72*	7	112
- CCS(=O)(=O)c1ccc2oc(Nc3cc(C)cc(C)c3)nc2c1
  -3	98	97	93	96	101	-3	100	-5	18	94
- CCn1cc(CNC(=O)c2cc(-c3ccccc3OC)nc3ccccc23)c(C)n1
  -4	100	103	98	103	100	10	101	-1	5	107
- O=C(COC(=O)CCSc1ccc(Cl)cc1)NCCc1ccccc1
  -3	99	100	99	97	101	5	98	6	1	102
- Cc1cc(NS(=O)(=O)c2ccc(NS(=O)(=O)c3ccc(CC(C)C)cc3)cc2)nc(C)n1
  -3	98	89	89	93	100	10	95	1	5	90
- CCCCOc1ccc(-c2[nH]ncc2C=O)cc1
  -1	95	96	95	95	99	.	94	10	16	96
- NNC(=O)c1ccc([N+](=O)[O-])c(CS(=O)(=O)c2ccc(Cl)cc2)c1
  -2	94	96	97	95	100	.	95	-25	-21	96
- COc1cc(C(=O)OCC(=O)Nc2c(F)cccc2F)cc(OC)c1C
  -3	108	99	97	103	106	3	102	-24	-8	102
- CCOC(=O)c1nnn(-c2ccccc2C#N)c1C
  0	100	99	96	99	99	.	99	-5	-1	98
- N/C(=N/OC(=O)c1cccc([N+](=O)[O-])c1)c1cccc([N+](=O)[O-])c1
  -1	103	94	95	99	99	0	99	-27	22	99
- Cc1ccc(S(=O)(=O)c2cnc(-c3ccccc3)nc2Oc2ccccc2)cc1
  4	102	99	97	97	96	.	97	1	0	97
- COc1ccc2c(c1)C(c1ccc(C)o1)=NNC(c1ccccc1)=N2
  -2	96	99	95	97	101	.	97	-44	-1	97
- CC(C)[C@H](NC(=O)OCc1ccccc1)C(=O)NCc1ccccc1
  0	93	100	96	97	93	11	98	0	26	102
- O=C1CCC(=O)N1OCCCOc1ccc2c(c1)CCC2
  -3	95	96	97	97	102	-32	97	-2	1	95
- O=C(Nc1nc2ccccc2[nH]1)c1ccc(F)c(S(=O)(=O)N2CCOCC2)c1
  -1	95	94	93	91	94	15	91	-17	-18	90
- Cc1ccccc1Cn1c(CN2CCN(c3ccc(F)cc3)CC2)nc2c1c(=O)n(C)c(=O)n2C
  -1	98	104	99	99	112	.	100	0	12	106
- Cc1ccccc1Cn1cc(S(=O)(=O)CC(=O)Nc2nccs2)c2ccccc21
  -8	95	102	97	95	100	.	97	-7	-5	106
- Cn1c(=O)[nH]c(=O)c2c1nc(SCC(=O)O)n2CCc1ccccc1
  -4	101	104	99	101	100	.	102	-36	2	107
- CC1CCc2sc(-c3n[nH]c(=S)o3)cc2C1 (stereo not given)
  5	98	89	90	92	101	-10	93	-51	23	93
